Bioassay records from PubChem BioAssay.
COUP-TFII inh = inhibitors of human COUP-TFII (NR2F2); HEK293T NGFI-A luciferase reporter, luminescence; inhibition, % at 8.6 µM; hit rate 0.7% among 370,000; AID 686940;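 active means inhibition above a per-plate cutoff, mean inhibition of test wells between control levels plus 3 SD, cut at about 38% in these data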;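 further: cells cotransfected with COUP-TFII expression vector driving the NGFI-A reporter; 0% = median of COUP-TF2 test wells and 100% = reporter-only cells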
TWEAK Fn14 block = inhibitors of TWEAK-Fn14 interaction signaling | TWEAK-stimulated Fn14 reporter cells, luciferase luminescence, 8 h | inhibition, % at 10 µM | hit rate 2% among 360,000; in the data active means inhibition above about 50%
LMP1 NFkB inh = inhibitors of Epstein-Barr LMP1-induced NF-kappaB reporter | LMP1-induced NF-kappaB luciferase reporter cells, luminescence | inhibition, % at 12.5 µM | hit rate 0.69% among 350,000; in the data active means inhibition above about 41%;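 further: 0% = neutral control wells and 100% = reference inhibitor control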
NCOA1 inh = inhibitors of human steroid receptor coactivator 1 (SRC1). Q15788. HEK293 GAL4-SRC1 luciferase reporter, luminescence. inhibition, % at 3.6 µM. hit rate 0.12% among 360,000. AID 588354;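 active means inhibition above the campaign mean plus 3 SD, with each screening campaign given its own cutoff, cut at about 60% in these data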;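 further: 0% = DMSO treated cells and 100% = gossypol at 36 µM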
C8 TRAIL sens = caspase-8 TRAIL sensitization. NB7+C8 cells + TRAIL, ATPlite viability luminescence. hit rate 1% among 360,000. inhibition (viability loss, TRAIL sensitization), % at 10 µM;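 active means compounds causing at least 50% loss of cell viability in the single-dose screen, relative to plate controls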
NR5A2 inv ag = suppresses constitutive activity of human LRH-1 | HEK293T StAR-luciferase reporter, LRH-1 transfected, 24 h | inhibition, % at 3.6 µM | hit rate 0.13% among 360,000 | AID 602396;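 active means inhibition above the mean inhibition of all tested compounds plus 3 SD, cut at about 73% in these data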;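 further: 0% = DMSO wells and 100% = reporter-only cells lacking LRH-1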
TROY signal inh = inhibitors of TROY-dependent NF-kB signaling; AID 1347056; hit rate 0.98% among 360,000; inhibition, % at 10 µM; Q293 LMP1-TROYcd NF-kB luciferase reporter, 4 h;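 active means compounds whose plate-normalised and pattern-corrected inhibition of the luciferase reporter signal at the single screening dose is 50% or more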
CF NFkB block = blocks PAF-induced NF-kB reporter in cystic fibrosis cells | KKLEB NF-kB-GFP reporter, GFP fluorescence overnight | inhibition, % at 5 µM | hit rate 0.86% among 360,000 | AID 588850;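 active means at least 50% inhibition at 5 µM, scaled per plate between neutral and stimulator controls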;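 further: PAF is a Pseudomonas aeruginosa culture filtrate used as stimulus; plate controls were PAF-stimulated DMSO wells for no effect and unstimulated DMSO wells for full effect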
KKLEB cytotox = reduces viability of KKLEB cystic fibrosis airway cells. KKLEB CF airway cells viability, ATPlite luminescence, overnight; stronger effect = lower value; cells stimulated with P. aeruginosa culture filtrate. activity change (cytotoxicity), % at 5 µM. hit rate 0.36% among 360,000;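 active means corrected activity change at or below -50% at 5 µM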
SRC2 inh = inhibits human steroid receptor coactivator 2. inhibition, % at 9 µM. hit rate 0.17% among 370,000. HEK293 GAL4-SRC2 luciferase reporter, luminescence;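 active means inhibition above the mean inhibition of all tested compounds plus 3 SD, set per campaign, cut at about 52% in these data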;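 further: 0% = DMSO treated cells and 100% = cells given Gossypol at 36 µM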
Target sequence (Q15596 whole entry, looked up, the tested form may be a part): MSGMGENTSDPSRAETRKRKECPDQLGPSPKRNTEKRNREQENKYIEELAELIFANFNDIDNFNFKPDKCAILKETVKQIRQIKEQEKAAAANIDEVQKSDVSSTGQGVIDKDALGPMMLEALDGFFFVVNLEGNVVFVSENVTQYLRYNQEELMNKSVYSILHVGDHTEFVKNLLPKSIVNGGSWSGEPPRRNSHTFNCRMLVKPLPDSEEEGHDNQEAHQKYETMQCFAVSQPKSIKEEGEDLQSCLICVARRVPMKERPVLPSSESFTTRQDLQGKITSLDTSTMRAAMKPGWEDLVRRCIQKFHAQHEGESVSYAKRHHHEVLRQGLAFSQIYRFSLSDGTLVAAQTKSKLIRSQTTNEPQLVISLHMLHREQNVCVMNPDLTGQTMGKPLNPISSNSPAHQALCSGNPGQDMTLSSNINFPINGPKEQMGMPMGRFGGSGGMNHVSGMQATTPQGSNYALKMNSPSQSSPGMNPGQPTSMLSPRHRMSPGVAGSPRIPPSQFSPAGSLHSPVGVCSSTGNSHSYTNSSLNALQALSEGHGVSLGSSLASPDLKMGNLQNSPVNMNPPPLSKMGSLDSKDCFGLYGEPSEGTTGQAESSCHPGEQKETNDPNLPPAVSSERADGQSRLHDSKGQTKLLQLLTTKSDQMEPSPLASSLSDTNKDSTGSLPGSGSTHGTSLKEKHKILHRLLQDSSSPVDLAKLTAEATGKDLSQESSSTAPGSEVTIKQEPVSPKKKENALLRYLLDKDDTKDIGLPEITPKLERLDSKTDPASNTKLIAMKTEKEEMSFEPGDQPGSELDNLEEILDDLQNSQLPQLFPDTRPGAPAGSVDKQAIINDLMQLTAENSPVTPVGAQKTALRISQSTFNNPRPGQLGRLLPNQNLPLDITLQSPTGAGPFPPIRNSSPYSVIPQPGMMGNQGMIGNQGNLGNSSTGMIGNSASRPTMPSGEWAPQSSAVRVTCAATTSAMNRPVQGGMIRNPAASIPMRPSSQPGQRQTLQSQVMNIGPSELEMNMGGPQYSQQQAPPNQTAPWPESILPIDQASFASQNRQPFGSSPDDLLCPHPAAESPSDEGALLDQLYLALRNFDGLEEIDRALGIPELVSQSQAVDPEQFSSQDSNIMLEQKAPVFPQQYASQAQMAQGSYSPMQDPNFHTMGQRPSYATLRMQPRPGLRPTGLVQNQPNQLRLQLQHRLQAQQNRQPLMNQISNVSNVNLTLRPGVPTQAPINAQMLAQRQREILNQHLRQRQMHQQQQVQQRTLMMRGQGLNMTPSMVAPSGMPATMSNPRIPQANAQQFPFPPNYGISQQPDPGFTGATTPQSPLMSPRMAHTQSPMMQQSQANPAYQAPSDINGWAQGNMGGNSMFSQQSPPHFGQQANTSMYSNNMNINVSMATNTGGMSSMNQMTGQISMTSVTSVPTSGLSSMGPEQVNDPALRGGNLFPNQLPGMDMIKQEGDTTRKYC
NCOA3 inh = inhibitors of human steroid receptor coactivator 3 (SRC3) | Q9Y6Q9 | HEK293 GAL4-SRC3 luciferase reporter, luminescence | inhibition, % at 3.6 µM | hit rate 0.17% among 360,000;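 active means inhibition above a per-campaign cutoff, the mean of all compounds plus 3 SD, cut at about 60% in these data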;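 further: 0% = DMSO-treated cells and 100% = gossypol-treated cells at 36 µM; higher means less SRC3-driven luciferase light from the GAL4 reporter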
The depositor's hits bear a star; · = not tested or not shown.

SMILES | COUP-TFII inh | TWEAK Fn14 block | LMP1 NFkB inh | NCOA1 inh | C8 TRAIL sens | NR5A2 inv ag | TROY signal inh | CF NFkB block | KKLEB cytotox | SRC2 inh | NCOA3 inh
CCOC(=O)C1=C(COC(=O)c2c(OC)cccc2OC)NC(=O)NC1C (stereo unspecified) | -22 | 7 | 11 | -5 | 5 | -6 | -16 | -5 | -4 | 2 | -1
Nc1nnc(SCC(=O)N2CCN(c3ccccc3)CC2)n1-c1ccccc1 | 2 | 4 | -2 | 17 | -2 | 19 | -14 | -4 | -10 | -18 | -4
CN(CC(=O)NC1CCCCCCC1)S(=O)(=O)c1cccc2cccnc12 | 6 | -36 | 4 | -14 | -12 | -5 | -8 | -9 | 7 | 1 | -2
Cc1cc2cc(CCNC(=O)c3ccc(S(=O)(=O)N4CCCC4)cc3)c(=O)[nH]c2cc1C | 4 | 18 | 3 | 2 | 30 | -6 | 20 | 9 | -10 | 2 | 19
O=C1N(Cc2ccccc2)c2ccc(Cl)cc2C12OCCO2 | -14 | -20 | 6 | 0 | 5 | -20 | 26 | 10 | -14 | 0 | -9
CCc1cccc(CC)c1N1C(=O)C2=C(SCCCS2)C1=O | 2 | 32 | -1 | -2 | -7 | 9 | 7 | 9 | -14 | 11 | -2
O=S(=O)(NCc1ccc(F)cc1)c1ccc(-n2cccn2)cc1 | -7 | 0 | 1 | -2 | 7 | 3 | -5 | 10 | 2 | -5 | -13
Cc1ccc(NC(=O)c2ccc(NCCCN3CCOCC3)c([N+](=O)[O-])c2)cc1Cl | -1 | 11 | 6 | 8 | 15 | -13 | 25 | 5 | -3 | -2 | 22
CC(C)C(=O)Nc1cccc(C(=O)Nc2ccccc2C(=O)O)c1 | 3 | 7 | -5 | -20 | 28 | -25 | -6 | 9 | 6 | -7 | 15
CCOC(=O)C1(Cc2ccc(O)cc2)NC(c2ccco2)C2C(=O)N(c3ccccc3F)C(=O)C21 (stereo unspecified) | 0 | 14 | -1 | -10 | 2 | -17 | 1 | -3 | 5 | 7 | 10
COc1ccc(OC)c(NC(=O)CCN2CCN(c3ccccc3F)CC2)c1 | -4 | 12 | 7 | -10 | -16 | -13 | -3 | 5 | -15 | 2 | -1
CCN(C(=O)CSc1nc2cc(C(F)(F)F)ccc2n1Cc1ccccc1)C1CCS(=O)(=O)C1 (stereo unspecified) | -13 | 9 | 0 | -1 | -10 | -1 | 29 | -20 | 3 | -9 | 10
CC(=O)c1cc(F)c(N2CCN(c3ccc([N+](=O)[O-])cc3F)CC2)cc1C | 4 | 11 | 3 | -9 | 10 | -10 | -12 | -5 | -17 | 5 | 5
C=CCn1c(SCC(=O)Nc2c(C)n(C)n(-c3ccccc3)c2=O)nnc1-c1ccncc1 | -8 | -8 | -1 | -4 | -1 | -19 | -8 | 15 | 10 | -14 | 5
Cc1cccc(OCCCC(=O)Nc2ccc(N3CCOCC3)cc2)c1 | 15 | 11 | 9 | -16 | -22 | -14 | -29 | 7 | 13 | -18 | -1
Cc1cc(C)nc(NS(=O)(=O)c2ccc(NC(=S)NC(=O)CC(C)C)cc2)n1 | -9 | 14 | 3 | -23 | 2 | -18 | -11 | -4 | 12 | -21 | -1
CCOC(=O)c1cn2nc(Oc3ccc(C#N)cc3)ccc2n1 | 11 | -19 | -6 | 4 | -19 | 12 | -16 | -13 | 2 | -13 | 7
CC1CC(C)CN(C(=O)c2ccc3c(=O)n(Cc4ccc5c(c4)OCO5)c(=S)[nH]c3c2)C1 (stereo unspecified) | 12 | -2 | -4 | -20 | 13 | -7 | 5 | -5 | -2 | -15 | 1
CCCCOC(=O)CNc1nnc(SCC(=O)OCC)[nH]c1=O | 35 | -15 | 6 | -1 | 7 | -10 | 4 | -2 | 4 | 25 | 7
Cn1c(Cc2cccs2)nnc1SC/C=C/c1ccccc1 | -5 | 17 | 0 | -23 | -11 | 5 | · | -6 | -13 | -1 | -17
CC(C)N1C(=O)C(=O)N(CC(=O)N2c3ccccc3NC(=O)CC2C)C1=O (stereo unspecified) | -7 | 2 | -2 | -13 | -4 | 1 | 7 | 12 | 9 | 14 | 10
CC(=O)Nc1cncc(-c2cccc(N(C)C)c2)n1 | -4 | -19 | · | -9 | 8 | -15 | -33 | 5 | -5 | -59 | -16
C#CCSc1n[nH]c(=O)n1-c1cccc(C(F)(F)F)c1 | 23 | 13 | -7 | 3 | 32 | 17 | -6 | 3 | -7 | 10 | 4
O=C(NCCCN1CCOCC1)c1onc(CSc2nc3ccccc3[nH]2)c1C(=O)NCCCN1CCOCC1 | 10 | 7 | -2 | -6 | -11 | 12 | -8 | 19 | 4 | -2 | -12
CCc1nnc(NC(=O)CSc2nnc(-c3ccccc3O)n2CC)s1 | 0 | 2 | -5 | 15 | -3 | 22 | -2 | 7 | -1 | 2 | -2
Cc1sc(NC(=O)CN(Cc2ccc(F)cc2)C(=O)C(C)C)c(C(N)=O)c1C | 4 | -7 | 5 | 11 | 5 | 13 | 9 | -12 | 4 | -1 | 10
Cc1ccn2c(NC3CCCC3)c(-c3ccccn3)nc2c1 | -7 | -23 | 16 | -27 | -2 | -37 | -11 | 6 | -4 | -19 | 4
COc1ccc(NC(=O)CCC(=O)N/N=C/c2cn(C)nc2C)cc1 | -12 | -5 | 3 | 7 | -7 | 14 | -4 | 11 | 2 | -4 | 16
CCCCC(NC(=O)c1ccc(C#N)cc1)C(=O)NCCC (stereo unspecified) | 10 | 8 | -2 | 1 | -8 | 17 | -10 | 0 | -1 | -8 | 0
CCOc1ccc(-c2noc([C@@H]3O[C@H](CO)[C@@H](O)[C@H]3O)n2)cc1 | -10 | -21 | · | -31 | 22 | -22 | -18 | 14 | 4 | -13 | -21
O=C(CSc1nnc(CNC(=O)c2c(F)cccc2F)o1)NCCc1ccccc1 | 7 | 6 | 2 | -8 | 7 | 12 | 1 | 0 | 3 | 5 | 22
CCc1c(C)[nH]c2nc3ccccc3n2c1=O | 5 | 8 | 7 | -9 | 18 | 0 | -14 | 9 | 0 | 6 | -24
COc1ccccc1Nc1nc2c(s1)CCC2 | -6 | -13 | -8 | 5 | -14 | -14 | 6 | -1 | 2 | -6 | 15
CCCCCNCc1cccn1C | -9 | 2 | 6 | 4 | -1 | 3 | 8 | -1 | 0 | -22 | -5
CCOC(=O)C(NC(=O)c1ccccc1)(OCc1ccccc1)C(F)(F)F (stereo unspecified) | 17 | 4 | -19 | 7 | -4 | 13 | -11 | 6 | 12 | 23 | 10
Cc1cccc(/C=N/NC(=O)c2ccncc2)n1 | 4 | -5 | 4 | -15 | -5 | 12 | 1 | -5 | 3 | -9 | 12
CCC(C(=O)Nc1cc(C)cc(C)n1)c1ccccc1 (stereo unspecified) | 6 | 5 | · | -11 | 14 | 1 | 3 | 3 | -4 | 17 | 20
Cc1ccc(C(=O)N2CCCC(CCC(=O)N3CCN(c4ccccn4)CC3)C2)cc1C (stereo unspecified) | 31 | 28 | 9 | 0 | 8 | -3 | -2 | -19 | -6 | 5 | 20
COc1ccc2[nH]cc(CCNC(=O)C3CCCNC3=O)c2c1 (stereo unspecified) | 0 | -4 | -4 | 7 | 3 | 4 | -12 | -25 | 16 | -10 | 5
O=C(NCc1ccc(Cl)cc1)c1ccc(COCC(F)(F)F)o1 | -12 | 9 | 7 | 0 | -1 | -12 | -3 | 14 | -7 | -5 | 12

Among those listed so far, 2 have a furan ring, fused or not.
SMILES | COUP-TFII inh | TWEAK Fn14 block | LMP1 NFkB inh | NCOA1 inh | C8 TRAIL sens | NR5A2 inv ag | TROY signal inh | CF NFkB block | KKLEB cytotox | SRC2 inh | NCOA3 inh
CCOC(=O)C1(Cc2ccc(O)cc2)NC(c2ccco2)C2C(=O)N(c3ccccc3F)C(=O)C21 (stereo unspecified) | 0 | 14 | -1 | -10 | 2 | -17 | 1 | -3 | 5 | 7 | 10
O=C(NCc1ccc(Cl)cc1)c1ccc(COCC(F)(F)F)o1 | -12 | 9 | 7 | 0 | -1 | -12 | -3 | 14 | -7 | -5 | 12

Additional compounds
SMILES | COUP-TFII inh | TWEAK Fn14 block | LMP1 NFkB inh | NCOA1 inh | C8 TRAIL sens | NR5A2 inv ag | TROY signal inh | CF NFkB block | KKLEB cytotox | SRC2 inh | NCOA3 inh
Cn1c(=O)c2c(O)c(C=NCc3ccccc3)c(=O)n(C)c2n(C)c1=O | 5 | 4 | · | -13 | 1 | -2 | -18 | 3 | 8 | -7 | 14
Cc1cc(C(=O)N/N=C/c2cn(C)nc2C)c2ccccc2n1 | 7 | 4 | -5 | 12 | -5 | 10 | 6 | 7 | -2 | -9 | 2
COc1ccc(CC(=O)N2CCc3cc(OC)c(OC)cc3C2O)cc1OC (stereo unspecified) | -3 | -5 | 14 | 0 | 37 | 14 | 6 | -4 | -1 | -37 | 2
COc1ccc(C2SCC(=O)N2CCc2ccc(OC)c(OC)c2)cc1 (stereo unspecified) | 43* | 24 | 0 | 11 | -1 | 26 | 39 | 10 | -18 | 19 | 27
O=C(CN1CCN(CC(=O)Nc2ccc(Cl)cc2)CC1)Nc1ccc(F)cc1 | 0 | -7 | 0 | 5 | 5 | 23 | -9 | -31 | 4 | 5 | -13
CCn1c(CCn2c3ccccc3c3ccccc32)n[nH]c1=S | 15 | 11 | 11 | 7 | -14 | 10 | -14 | 11 | -9 | -7 | 6
CCc1ncc(C(O)c2cccc3ccccc23)n1C (stereo unspecified) | 7 | -9 | 1 | 3 | 2 | 9 | 3 | 4 | -1 | -27 | 6
COc1ccc(-c2ccc3ccccc3n2)cc1OC | -42 | -25 | -28 | -82 | 20 | -95 | -55 | 11 | -22 | -75 | -88
Cc1ccc(S(=O)(=O)N2CCOCC2)cc1NC(=O)COC(=O)c1n[nH]c(=O)c2ccccc12 | 11 | 17 | -2 | 11 | -3 | -10 | -7 | -2 | 23 | -3 | 14
CCCCN1C2=NCCCN2c2ccccc21 | 5 | -10 | -8 | 2 | 7 | 10 | -15 | 8 | 15 | 10 | -13
COCC(C)n1c(SC(C)C(=O)NC2CCCCC2C)nc2ccccc2c1=O (stereo unspecified) | -20 | -3 | 6 | -17 | -5 | 2 | -5 | -6 | -6 | -35 | 9
CC(c1ccco1)N(C(=O)Nc1ccccc1)C1CCCCC1 (stereo unspecified) | -5 | 2 | 3 | 3 | 8 | 6 | 5 | 3 | 16 | -9 | -8
OC(CN1CCN(c2cccc(C(F)(F)F)c2)CC1)c1c[nH]c2ccccc12 (stereo unspecified) | -2 | 16 | -3 | 9 | 8 | 5 | 8 | 6 | -4 | 4 | 19
CSc1ccccc1NC(=S)Nc1ccccc1C(F)(F)F | -5 | -5 | 11 | 9 | 7 | -24 | -10 | -4 | -17 | -5 | 2
Cc1ccc(S(=O)(=O)N2CCCC(C(=O)NCc3ccccc3F)C2)cc1 (stereo unspecified) | -6 | -3 | -3 | -17 | -14 | -7 | -7 | 12 | 15 | 12 | -12
COc1ccc2c(=O)c(-c3ccc(C)cc3)c(-c3ccccc3)oc2c1 | 11 | -13 | 13 | -7 | 16 | 8 | -24 | -9 | 6 | -8 | -1
COc1ccc(-c2c(C)nn3c(C)cc(C)nc23)cc1 | -3 | 8 | 1 | -29 | 16 | 5 | -12 | 14 | -14 | -1 | 8
